TDP1 cell CPT – qHTS for Inhibitors of human tyrosyl-DNA phosphodiesterase 1 (TDP1): qHTS in cells in presence of CPT | Potency, µM (doses to about 46.2 µM), inactives show at the top dose activity change, negative = growth inhibition, usual class: inhibitors | AID 686979, 2013 | 420,000 tested, 12% active | chicken DT40 Tdp1-/-;hTDP1 cells + 20 nM CPT, ATP luminescence, 48 h; further: nearly all actives have a fitted effect of over 55% in size
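Cell growth measured by CellTiter-Glo luminescence after a minimum 48 h, 37 C compound exposure with 20 nM CPT in Tdp1-knockout DT40 cells stably expressing hTDP1, seeded 400/well; qHTS titration format.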
DT40 TDP1 no CPT – qHTS for Inhibitors of human tyrosyl-DNA phosphodiesterase 1 (TDP1): qHTS in cells in absence of CPT. Potency, µM (series often up to 46.2 µM), for the others: at the top dose activity change, negative = growth inhibition, actives largely listed as inhibitors. DT40 Tdp1-/- hTDP1 cells, no CPT, ATP luminescence, 48 h. 420,000 tested, 15% active; further: nearly all actives have a fitted effect of over 55% in size
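DT40 Tdp1-/-;hTDP1 cells, no CPT (DMSO vehicle only), 400 cells/well; compounds pin-transferred; ≥48 hr, 37 °C; CellTiter-Glo 30 min RT dark, luminescence read.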
TDP1 block – qHTS Assay for Inhibitors of Tyrosyl-DNA Phosphodiesterase (TDP1) | Tyrosyl-DNA phosphodiesterase 1 (Homo sapiens), Q9NUW8 | recombinant TDP1, AlphaScreen DNA substrate cleavage | Potency, µM (doses to about 130 µM), for the others: top-dose activity change, negative = inhibition, hits mostly inhibitors | 350,000 tested, 0.28% active; further: nearly all actives have a fitted effect of over 40% in size
Target sequence (Q9NUW8 whole entry, looked up): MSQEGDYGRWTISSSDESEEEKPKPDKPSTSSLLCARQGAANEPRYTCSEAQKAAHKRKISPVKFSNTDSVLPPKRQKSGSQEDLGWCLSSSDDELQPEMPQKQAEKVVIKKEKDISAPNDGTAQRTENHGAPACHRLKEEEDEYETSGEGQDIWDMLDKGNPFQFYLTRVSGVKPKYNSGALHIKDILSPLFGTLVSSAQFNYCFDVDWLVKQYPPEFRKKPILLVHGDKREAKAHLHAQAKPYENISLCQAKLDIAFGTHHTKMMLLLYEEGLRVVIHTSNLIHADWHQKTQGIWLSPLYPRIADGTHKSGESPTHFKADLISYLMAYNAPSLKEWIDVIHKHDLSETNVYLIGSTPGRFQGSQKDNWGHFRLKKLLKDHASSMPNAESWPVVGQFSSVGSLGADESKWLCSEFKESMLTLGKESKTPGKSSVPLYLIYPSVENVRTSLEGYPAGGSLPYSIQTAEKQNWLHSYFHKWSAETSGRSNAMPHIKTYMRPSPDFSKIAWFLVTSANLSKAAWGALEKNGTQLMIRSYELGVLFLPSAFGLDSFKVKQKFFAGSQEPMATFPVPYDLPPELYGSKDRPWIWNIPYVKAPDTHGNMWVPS
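Steps: enzyme plus compound, 15 min RT; add biotin/phosphotyrosine-FITC oligonucleotide (15 nM final), react 5 min; add donor/acceptor beads (10 ug/ml final), 10 min; read AlphaScreen. Tdp1 at 1 nM final.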
Starred values were filed as active, the others as inactive; ? = inconclusive; nt = no result given; & = joins results of further samples; [ ] = another dose, or the depositor's remark. The call rests on the fitted dose curve; in most records, active means well fitted curve in the direction sought with a large enough effect; inconclusive means small, poorly fitted or top-dose-only effect, or another doubt; inactive means no such curve, though single readings can be large; an effect the other way counts as inactive or inconclusive. On the % scale 0 is the no-effect control and ±100 the full control effect; potency means the concentration at half of the fitted maximal effect.

SMILES,TDP1 cell CPT,DT40 TDP1 no CPT,TDP1 block
C[C@@H](N)C(=O)N[C@H]1CCC2C3CC=C4C[C@@H](O)CC[C@]4(C)C3CC[C@@]21C (stereo not given in full),-24%,?,nt
O=C(CSc1nncc(=O)[nH]1)NC1CCCCC1,-4%,3%,nt
Cc1ccc(-c2c(C(=O)N3CCN(c4cccc(C)c4C)CC3)oc(=O)c3ccccc23)cc1,?,21µM*,7%
COCCN(CCOC)S(=O)(=O)NC[C@H]1O[C@@H](n2cnc3c(N)ncnc32)[C@H](O)[C@@H]1O,3%,-1%,1%
COC(=O)CCCCC1SCC2NC(=O)NC21 (stereo not given),9%,0%,3%
CCOC(=O)N1CCN(C(=O)c2oc3ccc(S(=O)(=O)N4CCCCCC4)cc3c2C)CC1,15µM*,13µM*,8%
CCc1ccc(C(=O)COC(=O)C(Cc2c[nH]c3ccccc23)NC(=O)c2ccc(Br)cc2)cc1 (stereo not given),-22%,-28%,1%[12.3 µM]
O=C(COC(=O)C12CC3CC(CC(O)(C3)C1)C2)NCCc1ccc(Cl)cc1,-8%,-16%,0%
CC(Sc1nnnn1C)C(=O)NC1CCCC1 (stereo not given),17%,10%,-2%
COc1ccc(S(=O)(=O)N2CCCC(C(=O)O)C2)cc1Cl (stereo not given),0%,10%,2%
Cc1cc(NC(=O)Nc2cccs2)no1,?,?,4%
CCc1cccc(NC(=O)CN2C(=O)COc3ccc(S(=O)(=O)Nc4ccccc4)cc32)c1,?,23µM*,6%
Cc1ccc2ncc(C(=O)NCCc3ccc(S(N)(=O)=O)cc3)c(=O)n2c1,-8%,-7%,-5%
O=C1CCC(C(=O)OCC(=O)Nc2ccc(SC(F)F)cc2)=NN1,0%,-3%,nt
CCN(CC)C(=O)c1sc2c(c1C)c(=O)n(Cc1ccccc1)c(=O)n2Cc1ccccc1C,?,?,2%
CC(=O)CSc1nc2ccccc2s1,-28%,-28%,2%
Cc1ccccc1N1CCN(C(=O)c2cc(-c3ccccc3)nc3c2cnn3C(C)C)CC1,-11%,-12%,nt
CC1=C(c2ccc(Cl)cc2)S(=O)(=O)N=C1N1CCC(C(=O)NCCc2ccco2)CC1,0%,?,8%
COc1cccc(N2CCN(C(C)C(=O)NC34CC5CC(CC(C5)C3)C4)CC2)c1 (stereo not given),?,16µM*,nt
Cc1cc2[nH]c3c(c[n+](C)c4ccccc34)c2cc1C,-102%,1.6µM*,-3%
CC(=O)Cc1nsc(NC(=O)C2Cc3ccccc3C(=O)O2)n1 (stereo not given),2%,-2%,-6%
Cc1ccc(NC(=S)NC(=O)c2ccc(F)cc2)cc1S(=O)(=O)Nc1ccccc1Cl,?,?,2%
O=C(CSc1nnnn1C1CCCCC1)N1CCCC1,3%,-14%,7%
CCCCN(CCCNC(=O)C1CCN(C(=O)c2cc3sccc3n2C)CC1)Cc1ccccc1,?,?,8%
Cn1ccc2c(-c3ccc(C(C)(C)C)cc3)cc3c(c21)C1CCC3O1 (stereo not given),?,23µM*,nt
Cc1ccc(NC(=O)Cn2cnc3sc(C)c(S(=O)(=O)N4CCN(c5ncccn5)CC4)c3c2=O)cc1F,-24%,?,-1%
Cc1cc(C)cc(-n2ccnc2SCC(=O)Nc2cccc3ccccc23)c1,21µM*,18µM*,13%
COc1ccc(C)cc1NC(=O)CSc1nc2ccccc2nc1N1CCCCC1,?,?,nt
COc1ccc(NC(=O)CSCC(=O)Nc2ccc(S(=O)(=O)N3CCCC3)cc2)cc1,-5%,-13%,4%
CC(C)OP(=O)(c1ccccc1)c1ccccc1,-3%,-17%,2%
C[C@@H](CN(C)C[C@H]1C(=O)O[C@@H]2C[C@@]3(C)CCC[C@]4(CO4)C3CC21)[C@H](O)c1ccccc1 (stereo not given in full),14%[9.04 µM],2%[9.04 µM],6%
CC(C)C(O)(C(=O)NNc1ccccc1)C(C)C,1%,-12%,nt
CCc1cccc(NC(=O)c2cc3c(=O)n(Cc4ccc(OC)cc4)ccc3nc2C)c1,?,15µM*,7%
Cc1nc(NC(=O)c2cccc(Cl)c2)sc1C(=O)N1CCCCC1,18µM*,18µM*,-3%
O=C(OCc1ccc([N+](=O)[O-])cc1Cl)c1cnccn1,-26%,-9%,2%
COc1cc(S(=O)(=O)NCc2ccc3c(c2)OCO3)ccc1Cl,-1%,-12%,1%
CC(C)[C@@H]1Cc2[nH]c(=O)[nH]c(=O)c2[C@H](C)O1,8%,-20%,nt
CC(=O)c1ccc(S(=O)(=O)NCC(=O)Nc2nc3ccccc3[nH]2)cc1,-11%,-19%,-5%
CC12CC3CC(C)(C1)CC(C(=O)NC(=S)N1CCOCC1)(C3)C2,-5%,-9%,6%
CCNC(=O)NC(=O)CSc1nc2ccccc2n1CCOC,-7%,-8%,7%
CCCOc1cccc(C(=O)Nc2cccc(NC(=O)c3ccco3)c2)c1,?,?,2%
COc1ccc(C)cc1NC(=O)C1CCN(S(=O)(=O)c2cccs2)CC1,-3%,-2%,5%
O=C(COc1ccc(Cl)cc1Cl)NCC(=O)N/N=C/c1c[nH]c2ccccc12,?,?,-6%
Cc1cccc(OCC(=O)N2CCc3ccccc3C2)c1,-2%,-24%,nt
CCOC(=O)N/N=C/c1c(F)cccc1F,6%,?,5%
Cc1ccc(S(=O)(=O)NCCC(=O)NC2CCN(Cc3ccccc3)CC2)cc1,-20%,?,nt
Cc1ccc(C)[n+](CC(=O)N2CCCCC2)c1,3%,-3%,-1%
Cc1ccc(NC(=O)Cn2c(=O)oc3ccccc32)cc1C,2%&-10%,-2%&-5%,3%
Cc1c(CC(C)(C)C(=O)O)n(Cc2ccc(Cl)cc2)c2ccc(F)cc12,0%,-18%,17%
COc1cc(NC(=O)COc2ccccc2)c(OC)cc1NC(C)=O,12%,-27%,-3%
COCC(=O)Nc1ccc(Br)c(C)c1,-7%,3%,-1%
COc1ccc(C(CNC(=O)COc2ccc([N+](=O)[O-])cc2)N2CCCCC2)cc1 (stereo not given),-15%,-2%,5%
Cc1cc(=O)[nH]c(-c2ccc(Cl)cc2)n1,1%,-18%,5%
O=c1c2ccccc2cnn1-c1ccc(Br)cc1,-7%,8%,1%
Cc1ccc2[nH]c(-c3ccccc3)c(CN3CCOCC3)c(=O)c2c1,?,?,2%
O=C(COC(=O)C1CCCC1)NCc1ccc(Cl)cc1,?,-12%,6%
CCOc1ccc(-n2c(SCC(=O)N3CCCCCC3)nc3c([nH]c4ccccc43)c2=O)cc1,21µM*,23µM*,5%
Cc1cc(Cl)nc(NC(=O)Nc2cccc(Cl)c2)n1,-5%,-25%,0%
COc1ccc(CNC(=O)COc2cc3c(c4oc(=O)cc(C)c24)CCC(C)(C)O3)cc1OC,21µM*,23µM*,nt
Cc1noc(C)c1COc1ccc(C(=O)N2CCN(c3ccccn3)CC2)cc1,-2%,-5%,nt

Continued.
SMILES,TDP1 cell CPT,DT40 TDP1 no CPT,TDP1 block
COC(=O)C1=CN(c2ccccc2OC)C(N)=C(C#N)C1c1cccc([N+](=O)[O-])c1 (stereo not given),0.82µM*,1.3µM*,nt
C[C@@H]1CCC2[C@](C)(CO)[C@@H](O)CC[C@]2(C)[C@@]12C[C@](CO)(CC(=O)O)CO2 (stereo not given in full),26%,-15%,nt
Cc1cccc(C(=O)NCc2nnc(SCC(=O)Nc3ccccc3F)n2-c2ccccc2)c1,?,?,3%
COc1ccc(-n2sc3ccc(F)cc3c2=O)cc1,2.6µM*,2.6µM*,0%
CC1CC(C)CN(C(=O)CSc2nnc(-c3ccc(F)cc3)o2)C1 (stereo not given),?,?,-2%
N#CC(Cc1ccccc1OC(F)F)c1nc2ccccc2[nH]1 (stereo not given),-3%,-6%,4%
CCCOc1cccc(C(=O)Nc2ccc(CN3CCOCC3)cc2)c1,-22%,?,nt
Cc1ccc(C(CC(=O)NCC2(c3ccccc3)CCCC2)c2ccccc2)c(O)c1 (stereo not given),23µM*,16µM*,2%
CCOC(=O)C(NC(=O)Cc1ccccc1)(Nc1cc(C)on1)C(F)(F)F (stereo not given),-5%,-17%,2%
O=S(=O)(NC1Cc2ccccc2C1)c1ccccc1,-24%,12%,nt
COC(=O)C1CCN(S(=O)(=O)c2c[nH]c(=O)[nH]c2=O)CC1,-9%,3%,nt
CCOc1ccc(S(=O)(=O)NCCC(=O)N(C)CC(=O)Nc2ccc(N3CCOCC3)cc2)cc1,-6%,?,6%[0.505 µM]
CCCC(=O)N1CCCC1(C)C(=O)NCCc1ccccn1 (stereo not given),-3%,6%,nt
COc1ccc(CNS(=O)(=O)c2ccc3oc(C(=O)O)c(C)c3c2)cc1,-25%,2%,8%[56.1 µM]
C[C@H](NC(=O)c1ccco1)C(=O)NCc1cccs1,4%,13%,1%
COc1ccc(-c2nc3ccc(Cl)cn3c2CC(C)(C)C)cc1OC,?,-55%,nt
Cc1ncc(C(O)c2ccc(N(C)C)cc2)n1Cc1ccccc1 (stereo not given),?,23µM*,nt
c1ccc(Cc2nnc3n2CCCCC3)cc1,-100%,-12%,2%
CC(=O)c1cccc(N(C(=O)Cn2nnc3ccccc32)C(C(=O)NCc2ccccc2)c2ccc(F)cc2)c1 (stereo not given),?,?,5%
CCOC(=O)C(NS(=O)(=O)c1ccc(Br)cc1)C(C)C (stereo not given),-14%,-28%,3%

Another view of 6 compounds above.
Under each structure: TDP1 cell CPT | DT40 TDP1 no CPT | TDP1 block
- COc1cc(S(=O)(=O)NCc2ccc3c(c2)OCO3)ccc1Cl
→ -1% | -12% | 1%
- COCCN(CCOC)S(=O)(=O)NC[C@H]1O[C@@H](n2cnc3c(N)ncnc32)[C@H](O)[C@@H]1O
→ 3% | -1% | 1%
- CCc1ccc(C(=O)COC(=O)C(Cc2c[nH]c3ccccc23)NC(=O)c2ccc(Br)cc2)cc1 (stereo not given)
→ -22% | -28% | 1%[12.3 µM]
- CC(C)C(O)(C(=O)NNc1ccccc1)C(C)C
→ 1% | -12% | nt
- O=C(COC(=O)C12CC3CC(CC(O)(C3)C1)C2)NCCc1ccc(Cl)cc1
→ -8% | -16% | 0%
- CCc1cccc(NC(=O)CN2C(=O)COc3ccc(S(=O)(=O)Nc4ccccc4)cc32)c1
→ ? | 23µM* | 6%

(listing goes on)
SMILES,TDP1 cell CPT,DT40 TDP1 no CPT,TDP1 block
CC(C)(C)OC(=O)N[C@@H](Cc1ccccc1)c1nnc(S(=O)(=O)Cc2cccc(F)c2)o1,1.3µM*,1.3µM*,-5%
CCc1ccccc1S(=O)(=O)Cc1ccc(C(=O)NC(C)C)o1,?,-26%,nt
CC(C)C[C@@H](CN1CCC[C@@H]1CN1C(=S)NC[C@@H]1Cc1ccccc1)N1C[C@H](Cc2ccc(O)cc2)N(CC2CCCCC2)C1=S,?,23µM*,nt
O=C(COC(=O)c1ccc(O)cc1)NC(c1ccccc1)c1ccccc1,-5%,-30%,2%
O=C(O)c1ccc2nnn(O)c2c1,-1%,-14%,6%
O=C(Nc1ccc(N2C(=O)C3C4C=CC(C4)C3C2=O)cc1Cl)c1cccs1 (stereo not given),4%,-8%,-1%
O=C1CCc2cc(S(=O)(=O)NC(C(=O)NCc3cccnc3)c3ccccc3)ccc2N1 (stereo not given),5%,-1%,0%
Cc1sc2ncn(CC(=O)NCCCC(=O)N3CCN(Cc4ccc5c(c4)OCO5)CC3)c(=O)c2c1C,-15%,-16%,6%
O=C(c1ccc(N2CCCCS2(=O)=O)cc1)N1CCN(c2ccccc2F)CC1,?,?,2%
CSc1ncc(CN2CCCC(C(=O)c3ccc(C(C)(C)C)cc3)C2)cn1 (stereo not given),16µM*,23µM*,4%
CN1CCCC(CNC(=O)c2cnn(-c3ncc4c(n3)-c3ccccc3CC4)c2C2CC2)C1 (stereo not given),-12%[9.04 µM],-10%,nt
Cn1cnnc1SCc1ccc(C(=O)N/N=C(/CCC(=O)O)c2ccc(C(C)(C)C)cc2)cc1,-1%,-8%,nt
Cc1cc2oc(C(=O)N(Cc3ccccc3)C3CCS(=O)(=O)C3)c(C)c2cc1C (stereo not given),26µM*,16µM*,7%[56.1 µM]
Cc1c(C(=O)N2CCCCC2)c(S(=O)(=O)N2CCC(C)CC2)c(C)n1C,?,-21%,6%

Screens: PubChem BioAssay, National Center for Advancing Translational Sciences (NCATS)
